# ATG4B inh: inhibitors of human ATG4B cysteine protease | inhibition, % at 8.33 µM | AID 504462 | 340,000 compounds, 0.51% hits | ATG4B cleavage of LC3-PLA2, NBD-HPC fluorescence, 1 h; in the data active = inhibition above about 40%
# hIAP activ: human IAP activation | purified human IAP, CDP-Star luminescence, 30 min; hits give high values; 1 = vehicle-only enzyme, 0 = enzyme-free background | P09923 | AID 2524 | 330,000 compounds, 0.16% hits | activation factor at 10 µM;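 active = activation factor of the enzyme at least 2-fold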; note: the source names both 10 and 20 µM as test concentration; values of inactives mirror those of a sister screen read the other way
# hIAP inh: blocks human intestinal alkaline phosphatase; 330,000 compounds, 0.12% hits; purified IAP, CDP-Star luminescence, 30 min; inhibition, % at 10 µM;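 active = inhibition reaching a set limit with compound at 10 µM in the primary screen, cut at about 35% in these data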;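 note: plate controls were DMSO wells with enzyme for no effect and no-enzyme buffer wells for full effect; values of inactives mirror those of a sister screen read the other way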
# APOBEC3A inh: inhibitors of human APOBEC3A DNA deaminase | P31941 | recombinant A3A, FAM/TAMRA ssDNA deamination fluorescence | inhibition, % at 20 µM | 330,000 compounds, 0.41% hits;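 active = at least 40% inhibition at 20 µM here, with at most 30% in a related deaminase screen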;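 note: plate controls were A3A with DMSO for no effect and wells lacking A3A enzyme for full effect; some results filed as inactive read as strong as hits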
# HKDC1 inhibitor: inhibitors of human hexokinase HKDC1. Q2TB90. recombinant HKDC1, G6PDH/diaphorase resazurin coupled fluorescence. inhibition, % at 20 µM. 340,000 compounds, 0.16% hits. AID 493160;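 active = inhibition above about 35% when tested at 20 µM, limit read from the data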;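 note: plate controls were DMSO wells with enzyme for no effect and DMSO wells lacking enzyme for full effect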
# Target sequence (Q2TB90 whole entry, looked up): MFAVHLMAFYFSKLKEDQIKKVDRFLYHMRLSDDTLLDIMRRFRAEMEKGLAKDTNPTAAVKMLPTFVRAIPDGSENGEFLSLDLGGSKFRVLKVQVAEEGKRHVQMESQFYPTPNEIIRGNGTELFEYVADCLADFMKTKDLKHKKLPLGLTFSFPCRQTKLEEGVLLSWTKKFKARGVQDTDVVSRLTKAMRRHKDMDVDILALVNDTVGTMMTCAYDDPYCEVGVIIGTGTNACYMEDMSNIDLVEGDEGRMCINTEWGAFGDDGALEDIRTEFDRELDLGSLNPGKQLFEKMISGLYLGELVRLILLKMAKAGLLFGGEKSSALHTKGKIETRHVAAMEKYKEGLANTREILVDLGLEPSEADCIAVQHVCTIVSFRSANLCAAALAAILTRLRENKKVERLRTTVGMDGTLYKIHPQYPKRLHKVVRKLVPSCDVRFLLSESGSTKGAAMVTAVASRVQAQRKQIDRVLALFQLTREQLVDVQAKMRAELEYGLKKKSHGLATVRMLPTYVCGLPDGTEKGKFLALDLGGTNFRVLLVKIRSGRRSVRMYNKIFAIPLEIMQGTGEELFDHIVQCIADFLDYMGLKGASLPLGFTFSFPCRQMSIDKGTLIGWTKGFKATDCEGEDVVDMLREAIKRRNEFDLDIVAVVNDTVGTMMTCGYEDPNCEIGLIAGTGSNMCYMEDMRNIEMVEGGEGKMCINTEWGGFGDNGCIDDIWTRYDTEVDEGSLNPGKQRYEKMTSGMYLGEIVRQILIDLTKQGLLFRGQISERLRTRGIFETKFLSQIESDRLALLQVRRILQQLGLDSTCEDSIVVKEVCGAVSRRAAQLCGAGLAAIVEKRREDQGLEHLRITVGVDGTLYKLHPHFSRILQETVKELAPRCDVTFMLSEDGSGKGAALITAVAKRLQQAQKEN
#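 Assay system – recombinant HKDC1 (HK5) hexokinase enzyme, produced in-house · Input – HKDC1 at 5 µg/mL · Reagent – glucose plus 1 mM ATP as hexokinase substrates · Timing – 90 min reaction incubation at room temperature, dark · Measured by – G6PDH/diaphorase-coupled fluorescence, 1 mM NADP, 100 µM resazurin, 525/613 nm · Benchmarks – DMSO-enzyme wells negative, buffer-substituted wells positive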
# PfGluPho inh: PfG6PD (Plasmodium falciparum) enzyme inhibition | PfGluPho enzyme, NADPH resazurin-diaphorase fluorescence | inhibition, % at 20 µM | 350,000 compounds, 0.78% hits | AID 504690;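 active = inhibition reaching at least a set limit at 20 µM in the primary screen, cut at about 59% in these data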;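 note: 0% = DMSO wells with substrate and 100% = DMSO wells lacking glucose-6-phosphate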
# mIAP block: mouse IAP inhibition; purified mouse IAP, CDP-Star luminescence, 30 min; 330,000 compounds, 0.2% hits; inhibition, % at 10 µM; AID 2806;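 active = inhibition of at least 40% at 10 µM in the primary screen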;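 note: plate controls were DMSO with enzyme for no effect and no enzyme wells for full effect; values of inactives mirror those of a sister screen read the other way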
# mIAP activ: mouse IAP activation. muIAP, CDP-Star luminescence, 30 min; hits give high values; 1 = vehicle-only enzyme signal, 0 = enzyme-free wells. activation factor at 10 µM. 330,000 compounds, 0.24% hits. AID 2805;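 active = activation factor of at least 2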; note: the source names both 10 and 20 µM as test concentration; values of inactives mirror those of a sister screen read the other way
#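 Assay system: mouse IAP enzyme; Reagent: CDP-Star chemiluminescent phosphatase substrate; Compound: DMSO-dissolved test compounds; Incubation: 30 min, room temperature; Technique: luminescence from enzymatic CDP-Star hydrolysis; Controls: DMSO-only wells and no-enzyme negative control.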
# The depositor's hits bear a star. The order is random. About 2.4% of those tested had a hit in this group.
SMILES,ATG4B inh,hIAP activ,hIAP inh,APOBEC3A inh,HKDC1 inhibitor,PfGluPho inh,mIAP block,mIAP activ
Cc1noc(C(F)(F)F)c1C(=O)NNC(=O)c1ccccc1,17,0.94,6,4,0,-16,9,0.91
CC(=O)N(Cc1ccc(Br)cc1)c1cccc(C)c1C,2,0.95,5,-1,-3,-8,-5,1.1
O=C(COc1ccc([N+](=O)[O-])cc1)Nc1cccc(C(=O)Nc2ccccc2C(=O)O)c1,2,1.2,-17,2,5,-21,16,0.84
Cc1ccc(C(=O)Nc2ccc(Br)c(C(F)(F)F)c2)cc1,26,0.97,3,2,-1,69*,-10,1.1
CC(=O)Nc1ccc(NC(=O)C(C)OC(=O)c2ccccc2C(=O)c2ccc(Cl)c([N+](=O)[O-])c2)cc1 (stereo not given),-6,0.93,8,0,17,3,3,0.97
COc1ccc(C)cc1-n1c(-c2ccncc2)n[nH]c1=S,-7,0.82,18,-3,-1,40,3,0.97
CN(C)S(=O)(=O)c1ccc(NC(=O)CN2CCOCC2)cc1,-6,0.99,1,1,-6,6,2,0.97
CCOC(=O)C1(C)/C(=N/Nc2ccccc2)C(=O)C(=O)N1c1ccccc1 (stereo not given),9,0.99,1,-4,1,0,11,0.89
Cc1cccc(C)c1NC(=O)CS(=O)CC(=O)NCCCc1ccccc1 (stereo not given),-2,1,-2,2,-2,-13,5,0.95
CCCc1nc2c(sc3nc4c(cc32)COC(C)(C)C4)c(=O)n1CCN(CC)CC,2,0.94,6,3,-1,-13,9,0.91
CC(C(=O)Nc1ccccc1)N1CCN(c2ccccn2)CC1 (stereo not given),-2,0.74,26,-5,-4,10,8,0.92
O=C(Nc1cccc(Br)c1)c1cccc(OC(=S)N2CCOCC2)c1,-4,1.3,-26,-5,-1,9,-4,1
Fc1ccccc1C(c1nnnn1C1CCCC1)N1CCN(Cc2ccccc2)CC1 (stereo not given),-8,0.97,3,1,-5,16,-1,1
COc1ccc2c(c1)-c1c(ssc1=S)C(C)(C)N2S(=O)(=O)c1ccc(C)cc1,-2,0.68,32,-3,-16,4,4,0.96
COC(=O)C1CCN(C(=O)c2cc(OC)c(OC)c(OC)c2)CC1,-2,0.84,16,-2,9,-6,1,0.99
Cc1c(CN(C)C(=O)c2sc3cc(Cl)ccc3c2Cl)cnn1C,-8,0.95,5,1,-3,24,3,0.97
Cc1ccc(-n2c(-c3ccco3)n[nH]c2=S)cc1,11,0.92,8,-3,-5,22,8,0.92
COc1ccc(NC(C)C(=O)N/N=C/c2ccccc2OCc2ccc(Br)cc2)cc1 (stereo not given),-16,1,-2,0,1,16,2,0.98
CN(C)S(=O)(=O)c1ccc2nc(NC(=O)c3cccs3)sc2c1,-4,1.2,-23,-2,-3,-25,2,0.98
Cc1ccc(C(=O)NCC(=O)Nc2ccc(C)c(S(=O)(=O)Nc3ccc(Cl)cc3)c2)s1,-1,1.1,-13,-2,-5,-23,-3,1
CCn1c(SCC(=O)N2CCOCC2)nc2ccccc21,4,1,-1,-1,16,-23,-5,1.1
CCOCCCNC(=O)c1cccs1,-19,1.1,-12,-1,-11,-5,3,0.97
COn1c(SCC(N)=O)nc2ccccc2c1=O,-9,0.92,8,-14,-11,-20,5,0.95
O=Cc1cn(CC(=O)Nc2ccc(F)cc2)c2ccccc12,-6,0.99,1,3,-7,6,-12,1.1
COc1cc(/C=N/Nc2ccc(S(N)(=O)=O)cc2[N+](=O)[O-])cc(OC)c1O,1,0.81,19,2,19,25,18,0.82

# Overlap with the part before: five compounds; new compounds follow.
SMILES,ATG4B inh,hIAP activ,hIAP inh,APOBEC3A inh,HKDC1 inhibitor,PfGluPho inh,mIAP block,mIAP activ
CCn1c(SCC(=O)N2CCOCC2)nc2ccccc21,4,1,-1,-1,16,-23,-5,1.1
CCOCCCNC(=O)c1cccs1,-19,1.1,-12,-1,-11,-5,3,0.97
COn1c(SCC(N)=O)nc2ccccc2c1=O,-9,0.92,8,-14,-11,-20,5,0.95
O=Cc1cn(CC(=O)Nc2ccc(F)cc2)c2ccccc12,-6,0.99,1,3,-7,6,-12,1.1
COc1cc(/C=N/Nc2ccc(S(N)(=O)=O)cc2[N+](=O)[O-])cc(OC)c1O,1,0.81,19,2,19,25,18,0.82
COc1ccc(-c2nnc3ccc(SCC(N)=O)nn23)cc1OC,15,0.81,19,3,4,5,-5,1.1
COc1cc(OC)c(N(C)C(=O)c2cn(C)c(=O)c3cc(OC)c(OC)cc23)cc1Cl,-4,1.1,-8,-1,0,9,-5,1.1
O=C(NCc1ccco1)C1CCCN1C(=O)Nc1ccccc1 (stereo not given),-8,0.84,16,-1,-11,-3,7,0.93
CC(C)CCN(C(=O)Nc1ccc(Cl)cc1)C1CCN(C(C)C)CC1,-6,1.2,-20,-1,-6,-4,-31,1.3
O=S(=O)(c1cccc(-c2nc3n(n2)Cc2ccccc2-3)c1)N1CCCCC1,20,0.83,17,1,6,10,-3,1
Cc1cc(O)c(C=O)c2c1C(=O)Oc1c(CO)c(O)c3c(c1O2)C(O)OC3=O (stereo not given),86*,0.86,14,100,37*,25,87*,0.13
CC(=O)C(Cc1ccccc1)NC(=O)CN1c2cccc3cccc(c23)S1(=O)=O (stereo not given),-7,0.81,19,-3,9,3,-2,1
COC(=O)c1ccccc1SC1CC(=O)N(c2ccccc2)C1=O (stereo not given),-4,0.88,12,-2,-5,3,0,1
N#C/C(=C\c1cccnc1)c1ccccn1,6,0.95,5,2,-1,-6,-9,1.1
Cc1nnc(-c2cnn(-c3ccccc3)c2N)n1Cc1cccc(C(F)(F)F)c1,-2,1.1,-6,-2,-4,11,3,0.97
Cc1nc(-c2cccs2)sc1C(=O)O,-6,1.1,-11,-1,-4,-6,5,0.95
COc1ccc(NC(=O)CC23CC4CC(C2)CC(n2nnc(C)n2)(C4)C3)cc1,-8,1,-4,-1,-3,8,-2,1
COc1cc(S(=O)(=O)N2CCN(Cc3cccs3)CC2)ccc1NC(C)=O,-12,1.1,-12,-3,-3,-7,-7,1.1
CCN(CC)CCCNC(=O)Cc1c(C(=O)O)n(C)c2ccccc12,-5,1.1,-13,-2,-3,8,-6,1.1
CN1CCN(CCCCC(=O)c2ccccc2)CC1,8,0.93,7,4,-3,-10,-8,1.1
COc1ccc(-c2nsc3c(N4CCCCC4C)ncnc23)cc1 (stereo not given),0,0.98,2,-4,9,-12,1,0.99
CCOC(=O)N/N=C/c1cc(C)n(-c2ccccc2)c1C,-4,1.1,-6,-2,-5,5,-4,1
Cc1c(O)nc(SCC(=O)Nc2ccc3c4c(cccc24)CC3)n(-c2ccccc2)c1=O,-12,1.1,-15,2,15,-3,7,0.93
O=C(NCC1CCCO1)c1ccccc1NS(=O)(=O)c1ccc(F)cc1 (stereo not given),-1,1.1,-12,-3,0,-18,-17,1.2
CCOc1ccc(NC(=O)CN(C)C(=O)c2cc(C3CC3)nn2-c2ccccc2)cc1OCC,1,0.91,9,15,-1,12,-6,1.1
COC(=O)c1ccccc1NC(=O)CSc1n[nH]c(C)n1,0,0.93,7,5,4,3,2,0.98
Cc1cc(Br)ccc1OCCn1ccnc1,-3,1,-2,0,-9,0,3,0.97
Cc1nc2ccccc2c2oc(C(=O)N3CCCC(C)C3)cc12 (stereo not given),-1,0.72,28,-2,1,-4,1,0.99
Cc1c(C(=O)N2CCCCC2C)sc2nc3n(c(=O)c12)CCC3 (stereo not given),5,1,-2,-2,-3,-7,3,0.97
O=C(CN1CCCCC1)N1CCN(S(=O)(=O)c2ccccc2)C1,-5,0.98,2,-4,3,5,0,1

# Later entries:
SMILES,ATG4B inh,hIAP activ,hIAP inh,APOBEC3A inh,HKDC1 inhibitor,PfGluPho inh,mIAP block,mIAP activ
CCC(C)(C)NC(=O)C1CCCN(S(=O)(=O)c2ccc3c(c2)CC(C)N3C(=O)C2CC2)C1 (stereo not given),3,0.97,3,-3,-1,-8,-2,1
Cc1ccc(CN2C(=O)CCC2C(=O)NCCc2ccccc2)cc1 (stereo not given),1,0.84,16,1,-4,-3,2,0.97
CCCOc1ccccc1/C=C1\SC(N)=NC1=O,1,1.2,-22,-4,5,14,5,0.95
Cc1[nH]c(=S)c(C#N)c(C)c1Cc1ccccc1,-6,1.2,-17,-6,5,51,-18,1.2
Clc1cccc(CN2CCN(Cc3ccco3)CC2)c1,2,0.94,6,-6,0,3,0,1
Cc1ccc(C(=O)OCC(=O)NCCC2=CCCCC2)s1,-3,0.98,2,-4,4,-8,0,1
O=c1[nH]c(CSc2ncnc3sccc23)nc2cc(C(F)(F)F)ccc12,9,0.97,3,1,-3,-5,-3,1
CC12CCC(C/C1=N\OC(=O)c1ccc(F)cc1)C2(C)C (stereo not given),-8,0.91,9,-2,1,12,6,0.94
O=C(NNC(=O)C1CC1)c1cc(=O)[nH]c2ccccc12,-2,1.1,-7,-1,-1,-9,-6,1.1
COc1cc2c(cc1OC)C1=NC(=O)CN1C(SCc1ccccc1C)=N2,-6,1.1,-7,4,16,11,-1,1
O=C(CCn1c(=O)c2cccn2c2cccnc21)N1CCN(c2cccc(Cl)c2)CC1,0,0.98,2,-2,1,-9,4,0.96
CCCOc1ccc(CN(C)c2ncnc(N)n2)cc1,-3,0.91,10,-8,-2,-6,6,0.94
O=C(Nc1ccc(Cl)cc1)NC1(C(=O)NCCCN2CCOCC2)CCCCC1,3,0.99,0,1,-4,3,-8,1.1
O=C(O)C1C2C=CC(C2)C1C(=O)Nc1ccc2c(c1)OCCO2 (stereo not given),0,0.96,4,4,6,14,-1,1

# Copied from the list.
# Value of CCN(CC)CCCNC(=O)Cc1c(C(=O)O)n(C)c2ccccc12 in hIAP activ: 1.1
# Value of CN(C)S(=O)(=O)c1ccc2nc(NC(=O)c3cccs3)sc2c1 in mIAP activ: 0.98

# Shown with the structure last: entries from further up
ATG4B inh | hIAP activ | hIAP inh | APOBEC3A inh | HKDC1 inhibitor | PfGluPho inh | mIAP block | mIAP activ | SMILES
-8 | 0.91 | 9 | -2 | 1 | 12 | 6 | 0.94 | CC12CCC(C/C1=N\OC(=O)c1ccc(F)cc1)C2(C)C (stereo not given)
9 | 0.97 | 3 | 1 | -3 | -5 | -3 | 1 | O=c1[nH]c(CSc2ncnc3sccc23)nc2cc(C(F)(F)F)ccc12
-2 | 1.1 | -7 | -1 | -1 | -9 | -6 | 1.1 | O=C(NNC(=O)C1CC1)c1cc(=O)[nH]c2ccccc12
-3 | 0.98 | 2 | -4 | 4 | -8 | 0 | 1 | Cc1ccc(C(=O)OCC(=O)NCCC2=CCCCC2)s1

# Assay outcomes: PubChem, Sanford-Burnham Center for Chemical Genomics
